Bioassay records from PubChem BioAssay.
M. tuberculosis HTS – M. tuberculosis growth inhibition, HTS (AID 449762); M. tuberculosis H37Rv growth inhibition, 7H9 media; higher % means a stronger effect; 330,000 tested, 0.59% active; one-dose inhibition, % at 25 µM; IC50 in µM for titrated hits; in the data active = a potency from the dose series; inconclusive = inhibition above about 70% without an active follow-up result;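 also: bacterial growth assessed after seven days of incubation; strong numbers were not always called active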
tuberculosis growth – growth inhibition of non-replicating M. tuberculosis (AID 488890) | 320,000 tested, 0.39% active | Mycobacterium tuberculosis non-replicating, growth inhibition; higher % means a stronger effect | inhibition, % at 25 µM; hits with a dose series show IC50 in µM; in the data active = a potency from the dose series; inconclusive = inhibition mostly from about 82% at the one dose, without a potency; inactive = the rest, 99 in 100 with inhibition below about 76%;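 also: plate controls were DMSO cells for no effect and high antibiotic wells for full effect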
Salmonella PhoP GFP – PhoP regulon inhibitors, Salmonella typhi PhoP promoter GFP reporter, confirmatory (AID 1850); Salmonella Typhi PhoP-promoter GFP reporter, fluorescence, 4 h; higher % means a stronger effect; 310,000 tested, 0.33% active; inhibition, % at 50 µM; hits with a dose series show IC50 in µM; in the data active = a potency from the dose series; inconclusive = inhibition mostly from about 25% at the one dose, without a potency; inactive = the rest, 99 in 100 with inhibition below about 19%;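 also: 0% = induced wells with vehicle and 100% = uninduced wells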
inhibitors of VEEV – inhibitors of VEEV TC-83 cytopathic effect, confirmation, Vero cells (AID 588727). Vero cells, VEEV TC-83 cytopathic effect inhibition; higher % means a stronger effect. inhibition, % at 20 µM, or IC50 in µM where a hit was titrated. 350,000 tested, 0.13% active; in the data active = a potency from the dose series; inconclusive = inhibition mostly from about 14% at the one dose, without a potency; inactive = the rest, 99 in 100 with inhibition below about 12%; also: strong numbers were not always called active
influenza NS1A – H1N1 influenza NS1A inhibitors, functional cell based assay (AID 504329) | NS1A functional cell-based assay, percent inhibition; higher % means a stronger effect | inhibition, % at 12.5 µM; hits with a dose series show IC50 in µM | 340,000 tested, 0.3% active; in the data active = a potency from the dose series; inconclusive = inhibition above about 27% without an active follow-up result; also: strong numbers were not always called active
inhibitors of VEEV 10K pilot screen – further read-out of inhibitors of VEEV, marked with its call; inhibition, %; measured here: 10K pilot screen inhibition
The depositor's hits bear a star; i = inactive; ? = inconclusive; . = no result given.

SMILES	M. tuberculosis HTS	tuberculosis growth	Salmonella PhoP GFP	inhibitors of VEEV	influenza NS1A	others
Nc1ccc(Cc2nc3cc4ccccc4cc3[nH]2)cc1	32%	4%	7%	.	.
N#C/C(=C(/O)CN1C(=O)c2ccccc2C1=O)c1nc2ccccc2[nH]1	4%	-6%	5%	1.3%	-16%
CCn1c(SCC(=O)NCCOc2ccccc2)nc2ccccc2c1=O	4%	-21%	-3%	6.5%	-2%
COc1ccc2oc(=O)cc(-c3cc4cccc(OC)c4o3)c2c1	-6%	-3%	-3%	2.5%	-2%
O=C(CSc1ccccn1)Nc1nonc1[N+](=O)[O-]	1.4µM*	?	87µM*	>25µM*	2%
CC1=NN(C(N)=S)C(=O)C1N=Nc1ccc(O)cc1 (centres undefined)	.	.	.	1.0%	4%
Cc1cccc(-n2c(O)c(C=Nc3ccccc3-c3n[nH]c(=S)[nH]c3=O)c3ccccc3c2=O)n1	1%	2%	-14%	23%	18%
Cc1ccnc2nc(C(=O)OCC(=O)NCCc3ccccc3)nn12	-1%	4%	-4%	i	-9%
CCOC(=O)Cc1csc(/N=C/c2c(O)n(-c3ccc(C)c(C)c3)c(=O)c3ccccc23)n1	0%	-12%	2%	1.2%	-2%
CC1CCCN(S(=O)(=O)c2ccc(NC(=O)c3cccc(-n4cnnn4)c3)cc2)C1 (centres undefined)	-24%	10%	-4%	6.8%	-2%
Cc1cc(C)cc(N2CCN(C(=O)N3CCOCC3)CC2)c1	-2%	10%	3%	0.9%	3%
Cn1c(=O)c2c(nc(SCC(=O)N3CCOCC3)n2C)n(C)c1=O	2%	-1%	8%	1.1%	3%
CCOC(=O)N1CCN(C(=O)C2CC(c3ccccc3OC)=NO2)CC1 (centres undefined)	-4%	4%	-7%	3.1%	7%	inhibitors of VEEV 10K pilot screen=1.9
Fc1ccccc1CSc1nncn1NC/C=C/c1ccccc1	4%	11%	5%	2.8%	-2%
CCC[n+]1cn(/C(C(=S)Nc2cccc(Cl)c2C)=C(/[O-])c2ccc(OC)c(OC)c2)c2ccccc21	2%	26%	1%	5.2%	6%
CCc1ccc(CN(C)Cc2nc(Cc3ccccc3)no2)nc1	41%	78%	4%	0.1%	-4%
OCCN1CN=C(Nc2nc3ccccc3o2)NC1	-4%	-18%	10%	0.8%	-3%
CCOc1ccc2c(c1)OC(c1ccccc1)(C(F)(F)F)NC2=O (centres undefined)	-1%	-11%	-3%	0.5%	-2%
O=C(c1ccc(=O)n(Cc2ccccc2)n1)N1CCN(C/C=C/c2ccccc2)CC1	2%	16%	1%	5.4%	-3%
O=c1c2ccccc2nc(/C=C/c2ccc(O)cc2)n1-c1ccc(O)cc1	-3%	4%	-10%	0.8%	23%
Nc1ccc(N2CCCCC2)c(Cl)c1	0%	18%	0%	0.6%	0%
CCOc1ccc(NC(=O)CN2C(=O)NC(C)(c3ccc4c(c3)OCCCO4)C2=O)cc1OCC (centres undefined)	.	.	.	1.7%	2%
O=[N+]([O-])c1ccc(Cl)c(S(=O)(=O)NC2=NCCC2)c1	.	.	.	1.0%	1%
O=C(OCc1cc(=O)n2cc(Br)ccc2n1)c1ccc(Cl)c(S(=O)(=O)NCc2ccccc2)c1	2%	3%	5%	6.4%	-14%
CN(C(=O)c1cn2ccccc2n1)c1c(N)n(Cc2ccccc2)c(=O)[nH]c1=O	-6%	-2%	-2%	1.5%	-4%

(cont.)
SMILES	M. tuberculosis HTS	tuberculosis growth	Salmonella PhoP GFP	inhibitors of VEEV	influenza NS1A	others
CCc1ccc(C(=O)NNC(=O)CC2OC(=O)c3ccccc32)cc1 (centres undefined)	-1%	-15%	4%	3.3%	0%
CCc1ccc(NC(=O)[C@H](C)NC(=O)C2CCN(C(=O)[C@@H](N)C(C)C)CC2)cc1	-2%	21%	3%	i	-2%
O=C(CN(C(=O)CCC(=O)Nc1ccccn1)c1cccc(F)c1)NCc1ccco1	-3%	-4%	2%	i	-7%
Cn1nnnc1Sc1ncnc2scc(-c3ccc([N+](=O)[O-])cc3)c12	?	?	.	2.8%	-1%	inhibitors of VEEV 10K pilot screen=7.9
CCN(CC)CCCNC(=O)CCn1nc(-c2ccc(Cl)cc2)ccc1=O	-7%	74%	-3%	i	-12%
COc1ccc(S(=O)(=O)NC(C)C(=O)Nc2ccccc2)cc1Cl (centres undefined)	-19%	2%	-16%	i	-6%
O=C(c1ccccc1)N1CCN(C(=S)NCc2ccco2)CC1	2%	-13%	3%	1.9%	9%
C=C1c2cc3c(cc2NC(=S)N1Cc1ccccc1)OCO3	7%	-15%	9%	6.0%	.
COC(=O)c1c(NC(=O)CN2C(=O)c3ccccc3C2=O)sc(Cc2ccc3c(c2)OCO3)c1C	-4%	-12%	-1%	3.2%	10%
CCn1c(O)c(C=NCCN2CCOCC2)c(=O)n(CC)c1=S	5%	12%	-1%	i	7%
CCN=C(NCC)SC1CC(=O)N(c2ccccc2)C1=O (centres undefined)	-27%	-8%	-7%	2.5%	-1%
C=CCOn1c(=O)c(-c2ccc(OCC)cc2)[n+]([O-])c2ccccc21	6%	?	1%	0.8%	-18%
FC(F)(F)c1cccc(NC(=S)NNC(=S)NCc2ccccc2)c1	3%	?	7%	1.4%	-6%
CCC(C(=O)OCC(=O)N1CCN(c2ccc(OC)cc2)CC1)c1ccccc1 (centres undefined)	-7%	24%	.	i	10%
COc1ccccc1-c1cc(C(=O)NC(C)C)no1	0%	0%	-6%	i	29%
CCCN1CCN(c2ccc(S(N)(=O)=O)cc2[N+](=O)[O-])CC1	6%	-7%	5%	1.0%	1%
CCOC(=O)C1=C(C)Nc2ccccc2N=C1NC(=O)c1cccc(S(=O)(=O)NCc2ccccc2)c1	-14%	4%	-9%	i	3%
CCCc1nnc(NC(=O)c2cc(OC)cc(OC)c2)s1	-2%	6%	0%	6.2%	-4%
O=C(Cn1c2ccc(F)cc2c2nc3n(c(=O)c21)CCS3)Nc1ccccc1C(F)(F)F	29%	2%	-12%	0.3%	-6%
COc1cccc2c(=O)cn[nH]c12	-1%	13%	-2%	0.2%	-4%
O=C(Cc1n[nH]c(=O)c2ccccc12)OCC(=O)c1ccccc1Cl	-2%	12%	2%	5.0%	-5%
O=C(Nc1ccccc1C(=O)NCc1cccnc1)c1ccccc1Cl	5%	-8%	-4%	0.9%	1%
O=C(Nc1ccc(N2CCOCC2)c(Cl)c1)c1cccnc1Cl	-1%	-6%	-11%	0.1%	-6%
CCOc1ccccc1NC(=S)NC1CC2CCC1C2 (centres undefined)	-6%	?	-6%	1.0%	-4%
COc1cc(/C=N/NC2=NCCCCC2)ccc1O	-1%	4%	4%	i	-6%

(more compounds)
SMILES	M. tuberculosis HTS	tuberculosis growth	Salmonella PhoP GFP	inhibitors of VEEV	influenza NS1A	others
Cc1cc(C)cc(NC(=O)C(Sc2ncnc3ccccc23)c2ccccc2)c1 (centres undefined)	1%	8%	-6%	0.1%	29%
CC(=O)N1CCN(CC(=O)Nc2ccc(C#N)c(Cl)c2)CC1	-10%	-3%	-15%	1.5%	-10%
O=C(CSc1nc2cccnc2n1Cc1ccccc1)N1CCCC1	-1%	8%	-5%	6.3%	4%
CCOC(=O)c1ccc(N2CN=C3SCC(=O)N3C2)cc1	?	75%	11%	i	4%
O=C1ON=C(c2ccccc2)/C1=C\c1ccco1	10%	-3%	-1%	i	-11%
CCOC(=O)c1sc(NC(=O)Nc2cccc(Cl)c2)cc1C	5%	29%	-20%	i	-4%
COc1ccc(C=O)cc1	-8%	-4%	.	i	-7%
CC1CC(C)CN(C(=O)c2ccc3nc[nH]c3c2)C1 (centres undefined)	-4%	3%	-10%	2.2%	3%
O=C1CSC(c2cccnc2)N1C1CCCCC1 (centres undefined)	-8%	-9%	-2%	1.4%	-10%
CCNC(=S)Nc1ccc2cn[nH]c2c1	-5%	0%	-7%	0.4%	21%
CCS(=O)(=O)Nc1ccc(-c2nnc(SCC(=O)c3ccc(NC(C)=O)c(OC)c3)o2)cc1	2%	2%	-1%	2.5%	-4%
Cc1ncc(CN2CCCC(CCC(=O)NCc3ccccc3F)C2)s1 (centres undefined)	-1%	8%	-1%	0.3%	2%
Cc1cc(C)nc(SCc2ccc(Br)cc2)n1	-4%	-7%	13%	0.9%	-8%
CN(/C(=N/S(=O)(=O)c1cccs1)c1ccccc1)c1ccc(O)cc1	-5%	-6%	-4%	0.8%	-4%
Clc1ccc(-c2nc(N3CCOCC3)nc3ccccc23)cc1	4%	29%	3%	1.6%	-15%
Cc1nc2cc(F)ccc2n1C1CCN(C(=O)c2c(F)cccc2F)CC1	5%	16%	3%	4.5%	-12%
COC(=O)c1cc(S(=O)(=O)N2CCCCCC2)cn1C	0%	-2%	-1%	3.7%	11%
c1ccc(Nc2c(-c3ccco3)nc3ccccn23)cc1	-4%	43%	-3%	0.4%	-4%
CCCOC(=O)c1ccc(Nc2nc(C)cc(=O)[nH]2)cc1	65%	44%	-5%	1.2%	10%
NC(=O)c1ccc(CN2CCC(Cc3ccccc3)CC2)cc1	1%	-15%	22%	i	7%
Cc1cc(C(=O)O)c(S(C)(=O)=O)s1	4%	-8%	-3%	2.3%	-8%
CC(C)n1nnnc1CN1CCN(C)CC1	-10%	-13%	5%	0.6%	-4%
CC(C)(C)c1ccc(OCC(=O)NCc2ccco2)cc1	-2%	67%	-7%	1.4%	0%
S=c1[nH]cnc2scc(-c3ccc(Cl)cc3)c12	6%	49%	-24%	i	.
Cc1ccc(N/C=C(\C2OC(=O)c3ccccc32)[N+](=O)[O-])c(C)c1 (centres undefined)	36%	-4%	1%	5.3%	.

The last 7 entries of the part above lead into the next:
SMILES	M. tuberculosis HTS	tuberculosis growth	Salmonella PhoP GFP	inhibitors of VEEV	influenza NS1A	others
CCCOC(=O)c1ccc(Nc2nc(C)cc(=O)[nH]2)cc1	65%	44%	-5%	1.2%	10%
NC(=O)c1ccc(CN2CCC(Cc3ccccc3)CC2)cc1	1%	-15%	22%	i	7%
Cc1cc(C(=O)O)c(S(C)(=O)=O)s1	4%	-8%	-3%	2.3%	-8%
CC(C)n1nnnc1CN1CCN(C)CC1	-10%	-13%	5%	0.6%	-4%
CC(C)(C)c1ccc(OCC(=O)NCc2ccco2)cc1	-2%	67%	-7%	1.4%	0%
S=c1[nH]cnc2scc(-c3ccc(Cl)cc3)c12	6%	49%	-24%	i	.
Cc1ccc(N/C=C(\C2OC(=O)c3ccccc32)[N+](=O)[O-])c(C)c1 (centres undefined)	36%	-4%	1%	5.3%	.
CCN(C(=O)CN1C(=O)CN(C)C1=O)c1cccc2ccccc12	13%	52%	.	i	1%
CCOC(=O)C1=C(CS(=O)(=O)c2ccccc2)NC(=O)NC1c1ccccc1 (centres undefined)	11%	15%	-5%	2.8%	-4%
COc1ccc(C)cc1NC(=O)CNc1ccccc1CN(C)C1CCCCC1	-1%	47%	-10%	i	5%
Brc1cccc(CNn2cnnc2)c1	-8%	-11%	-5%	0.1%	-3%
CC(=O)Nc1ccc(C(=O)Nc2ccc(S(=O)(=O)Nc3nccc(C)n3)cc2)cc1	-9%	14%	4%	0.3%	-1%
COc1cccc(C2=CC(=O)C[C@H](c3ccc(Cl)cc3)C2)c1OC	?	-1%	.	2.9%	12%
Cc1nnc(NC(=O)CSc2nnc(CCNC(=O)c3ccccc3F)n2C)s1	3%	-6%	1%	i	1%
O=S(=O)(NCC(c1cccnc1)N1CCN(Cc2ccccc2)CC1)c1ccc(F)cc1 (centres undefined)	-13%	4%	1%	1.3%	5%
Cn1c(SCC(=O)O)nnc1-c1ccc2ncccc2c1	0%	-14%	3%	.	.
COc1cc(/C=C(\C#N)C(=O)Nc2cccc3ncccc23)ccc1O	3%	-5%	5%	.	.
CN(CC(=O)Nc1ccc(Cl)c(C(F)(F)F)c1)C(=O)c1cccnc1Sc1ccccc1	2%	9%	-10%	1.8%	1%
Cc1cc(OC(=O)c2cc(Cl)ccc2Cl)c([N+](=O)[O-])c(=O)[nH]1	-7%	-6%	-3%	0.5%	5%
CN1CCC(=NNC(=O)CN(c2cccc([N+](=O)[O-])c2)S(=O)(=O)c2ccccc2)CC1	0%	12%	11%	0.5%	8%
O=[N+]([O-])c1cc(C(F)(F)F)ccc1N1CCCNCC1	11%	8%	4%	0.3%	-6%
CCN1CCN(c2c(Cl)cccc2NC(=O)c2ccc3nsnc3c2)CC1	2%	4%	-7%	1.8%	-13%
CC(C)CCN1CCN(Cc2ccc(C(F)(F)F)cc2)CC1CCO (centres undefined)	-4%	63%	7%	0.3%	-13%
O=C(O)c1ccc(-c2noc(-c3cccc(F)c3)n2)cc1	-7%	26%	-11%	0.8%	-1%	inhibitors of VEEV 10K pilot screen=2.9
